Assay outcomes deposited in PubChem by Broad Institute.
GASC1 inh: inhibitors of human demethylase GASC-1 KDM4C | Q9H3R0 | GST-KDM4C 2-372, H3K9me3 peptide, LANCE TR-FRET | inhibition, % at 12.5 µM | 96,000 tested, 0.15% active;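 active = mean replicate inhibition above about 25%, with at least 55% of replicates also reaching it, limit read from the data, passing the limit was not always enough; inconclusive = only one of those two conditions met; inactive = neither condition met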
Target sequence (Q9H3R0 2-372 limits assumed): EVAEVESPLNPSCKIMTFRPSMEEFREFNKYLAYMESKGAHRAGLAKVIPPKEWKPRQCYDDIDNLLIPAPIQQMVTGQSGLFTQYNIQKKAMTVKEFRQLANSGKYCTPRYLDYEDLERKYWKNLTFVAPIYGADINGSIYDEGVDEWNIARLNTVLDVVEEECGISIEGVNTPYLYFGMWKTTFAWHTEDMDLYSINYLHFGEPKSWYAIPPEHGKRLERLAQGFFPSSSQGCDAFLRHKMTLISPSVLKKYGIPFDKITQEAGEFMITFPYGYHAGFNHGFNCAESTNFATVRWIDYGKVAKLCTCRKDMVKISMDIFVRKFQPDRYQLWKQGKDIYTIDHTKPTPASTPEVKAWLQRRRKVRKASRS
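reagent = H3K9me3 peptide substrate, Fe(II), 2-oxoglutarate | system = GST-tagged GASC-1 (JMJD2C) catalytic fragment, aa 2-372 | amount = enzyme final amount 10 nM | read-out = Fall in 671/618 emission ratio as inhibition | medium = HEPES buffer, pH 7.5, plus ascorbate | schedule = 30 min reaction, 60 min detection, RT | measured by = LANCE TR-FRET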
Pf Dd2 growth: blocks growth of Plasmodium falciparum Dd2 parasites; P. falciparum Dd2 growth, SYBR Green, 72 h; active compounds read low; activity change, % at 10 µM; 94,000 tested, 2.3% active; in the data active = activity change below about -80%; inconclusive = no clear call, values can overlap the other calls
T cruzi growth: blocks T. cruzi growth in NIH3T3 culture; inhibition, % at 8.34 µM; AID 624255; 77,000 tested, 5.9% active; T. cruzi beta-gal in NIH3T3, GalScreen luminescence, 90 h;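 active = mean inhibition above about 93%, with at least 55% of replicates each passing it, limit read from the data, passing the limit was not always enough; inconclusive = only one of those two conditions holds; inactive = neither condition holds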
C diff growth: inhibitors of Clostridium difficile growth; growth activity, negative = inhibition, % at 16 µg/mL (by protocol); Clostridium difficile clinical isolate growth, OD600, 24 h; active compounds read low; 86,000 tested, 0.25% active;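 active = mean growth activity at or below -80% and every replicate also at or below -80%; inconclusive = mean at or below -80% but some replicate above -80%; inactive = mean growth activity above -80%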;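 note: 0% = DMSO wells and -100% = levofloxacin 16 µg/mL wells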
An asterisk follows results filed as active; ? = inconclusive; . = not tested or not shown; & = joins results of further samples.

SMILES	GASC1 inh	Pf Dd2 growth	T cruzi growth	C diff growth
C[C@@H]1CCCCO[C@@H](CN(C)C(=O)C2CCCCC2)[C@H](C)CN([C@@H](C)CO)C(=O)c2cc(NS(=O)(=O)c3ccc(Cl)cc3)ccc2O1	-0.3	46.8	?	1.9
C[C@H]1CN([C@@H](C)CO)C(=O)c2cccc(NS(=O)(=O)c3ccc(Cl)cc3)c2O[C@@H]1CN(C)C(=O)NC1CCCCC1	0.5	11.5	38.0	13.5
COc1ccc(NC(=O)N(C)C[C@H]2Oc3c(NC(=O)Nc4c(C)noc4C)cccc3C(=O)N([C@H](C)CO)C[C@@H]2C)cc1	1.9	33.0	-7.1	.
CCCC#Cc1ccc2c(c1)O[C@@H](CN(C)C(=O)c1ccccc1)[C@@H](C)CN([C@H](C)CO)S2(=O)=O	1.5	-53.6	78.3	4.5
N#C[C@H]1[C@@H](c2ccc(C#CC3CCCC3)cc2)[C@H](CO)N1S(=O)(=O)c1ccccc1	-1.6	-46.4	88.4	-0.9
CO[C@@H]1CN(C)C(=O)c2ccc(NC(=O)c3ccc(F)cc3)cc2OC[C@H](C)N(C)C[C@@H]1C	-1.8	4.8	-42.0	-1.4
COc1ccc(-c2ccc([C@H]3[C@@H](CO)N4C(=O)CN(C(=O)c5ccccc5)C[C@@H]34)cc2)cc1	2.0	-9.6	.	4.1
O=C(C[C@@H]1CC[C@H](NC(=O)c2ccccc2)[C@@H](CO)O1)Nc1ccc(-c2ccccc2)cc1	3.3	-25.6	-20.4	.
Cc1ccc(S(=O)(=O)N(C)C[C@H]2Oc3ncc(Br)cc3C(=O)N([C@H](C)CO)C[C@@H]2C)cc1	-0.1	19.3&-17.4	32.2	-5.1&-1.6
O=C(c1ccccc1F)N1C[C@H]2[C@@H](c3ccccc31)[C@H](CO)N2C(=O)c1ccc(F)cc1	0.0	-32.0	74.0	-11.3
C[C@@H]1CN([C@@H](C)CO)C(=O)c2cccc(NC(=O)C3CCOCC3)c2O[C@@H]1CN(C)Cc1ccc(C(=O)Nc2ccccc2N)cc1	6.4	-44.8	.	-0.2
C[C@@H]1CN([C@@H](C)CO)C(=O)c2cc(NS(=O)(=O)c3ccccc3)ccc2O[C@@H](C)CCCCO[C@H]1CN(C)C	0.3	42.0	91.8	-0.6
Cc1ccccc1S(=O)(=O)N1CC(=O)N2[C@H](CO)[C@H](c3ccc(C#CC4CC4)cc3)[C@@H]2C1	-1.2	-84.8*	.	9.7
C[C@@H]1CN([C@@H](C)CO)C(=O)c2cc(/C=C/c3ccccc3)cnc2O[C@@H]1CN(C)S(=O)(=O)c1ccccc1F	-3.0	-42.7	87.8	-0.4
CCCNC(=O)C[C@H]1C[C@H]2c3cc(NC(=O)Nc4ccccc4F)ccc3O[C@H]2[C@H](CO)O1	-0.3	-13.6	25.3	6.1
CCCC(=O)Nc1ccc2c(c1)C(=O)N(C)[C@H]1CC[C@H](CC(=O)Nc3ccc(F)cc3)O[C@@H]1CO2	-0.5	-12.7	67.4	2.9
O=C(CN1CCOCC1)N1CC(=O)N2[C@@H](CO)[C@H](c3ccc(/C=C/c4ccccc4)cc3)[C@@H]2C1	-1.5	-47.4	.	-13.9
C[C@@H]1CCCCO[C@H](CN(C)C)[C@H](C)CN([C@H](C)CO)C(=O)c2cc(NS(=O)(=O)c3ccc(Cl)cc3)ccc2O1	-0.6	-16.2	39.0	-1.3
N#C[C@H]1[C@@H](c2ccccc2)[C@H](CO)N1C(=O)Cc1ccccn1	-0.4	13.9	24.1	-11.3
CCNC(=O)C[C@@H]1CC[C@H](NS(=O)(=O)c2ccc(F)cc2)[C@H](CO)O1	-0.7	0.4	.	-0.6
CCCNC(=O)[C@H]1[C@H](CO)[C@H]2Cn3c(ccc(-c4cccc(OC)c4)c3=O)[C@H]2N1Cc1nccs1	0.5	4.1	.	-5.1
CCCC#Cc1cnc2c(c1)C(=O)N([C@H](C)CO)C[C@@H](C)[C@@H](CN(C)C(=O)NC1CCCC1)O2	-0.4	-49.5	23.1	1.5
C[C@H]1CN([C@@H](C)CO)C(=O)c2cccc(NS(=O)(=O)c3cccs3)c2O[C@H]1CN(C)C(=O)Nc1ccc(F)cc1	-0.5	-8.3	39.9	-1.1
C[C@H]1CN([C@@H](C)CO)C(=O)c2cc(-c3cccc(F)c3)cnc2O[C@H]1CN(C)Cc1cccnc1	0.2	15.3	30.2	-1.7
CCCC(=O)N1CC2(C1)CN(C(=O)CC1CC1)[C@@H](CO)c1c2c2ccc(OC)cc2n1C	0.7	-19.2	.	-5.8
C/C=C/c1ccc([C@H]2[C@@H](CO)N(C(=O)CC)C23CN(C(=O)c2ccccc2)C3)cc1	0.7	-19.6	.	4.8
CN(C)CCCNC(=O)C[C@H]1C=C[C@@H](NC(=O)c2ccccc2F)[C@H](CO)O1	0.9	21.6	10.4	.
COc1ccccc1S(=O)(=O)N1C[C@@H]2N[C@H](C1)C2c1ccc(-c2cccc(C)c2)cc1 (some centres not stated)	-1.8&-0.9	-4.3&-34.9	.	49.0&66.4
CO[C@H]1CN(C)C(=O)c2cc(NS(=O)(=O)c3ccc(Cl)cc3)ccc2OC[C@@H](C)N(C)C[C@@H]1C	0.6	10.3	10.7	-0.5
CCC(=O)N1[C@@H](CO)[C@@H](c2ccc(-c3ccccc3C)cc2)C12CN(C(C)=O)C2	0.9	-5.9	.	-10.7

Another view of some results above.
The line under a structure holds: GASC1 inh	Pf Dd2 growth	T cruzi growth	C diff growth
> COc1ccccc1S(=O)(=O)N1C[C@@H]2N[C@H](C1)C2c1ccc(-c2cccc(C)c2)cc1 (some centres not stated)
    -1.8&-0.9	-4.3&-34.9	.	49.0&66.4
> CO[C@H]1CN(C)C(=O)c2cc(NS(=O)(=O)c3ccc(Cl)cc3)ccc2OC[C@@H](C)N(C)C[C@@H]1C
    0.6	10.3	10.7	-0.5
> CCC(=O)N1[C@@H](CO)[C@@H](c2ccc(-c3ccccc3C)cc2)C12CN(C(C)=O)C2
    0.9	-5.9	.	-10.7

The results go on.
SMILES	GASC1 inh	Pf Dd2 growth	T cruzi growth	C diff growth
CCCC(=O)Nc1ccc2c(c1)OC[C@@H](C)N(Cc1ccccc1)C[C@H](C)[C@@H](OC)CN(C)C2=O	2.1	9.9	23.9	.
C[C@@H]1CCCCO[C@@H](CN(C)CC2CCCCC2)[C@H](C)CN([C@@H](C)CO)C(=O)c2cc(NC(=O)C3CCCCC3)ccc2O1	2.0	-41.5	-13.8	0.4
C[C@@H]1CN([C@@H](C)CO)C(=O)c2cc(NS(=O)(=O)c3ccccc3)ccc2O[C@H]1CN(C)Cc1ccc(C(F)(F)F)cc1	-0.2	9.6	94.3	4.9
COc1cccc(NC(=O)N[C@@H]2CC[C@@H](CC(=O)NCc3ccccn3)O[C@H]2CO)c1	-0.8	-14.9	72.0	-0.1
COc1ccc2c3c([nH]c2c1)[C@@H](CO)N(Cc1cccnc1)CC31CCN(C(=O)CN(C)C)CC1	1.0	-66.9	.	5.7
Cc1ccc(S(=O)(=O)N[C@@H]2CC[C@@H](CCNC(=O)CN3CCOCC3)O[C@@H]2CO)cc1	-0.7	18.7	-28.7	-0.1
CN(C)C(=O)C[C@@H]1CC[C@@H]2[C@H](COC[C@@H](O)CN2CC2CC2)O1	-0.4	9.8	11.6	.
C[C@H]1CN([C@@H](C)CO)C(=O)c2cc(NC(=O)Nc3ccccc3)ccc2O[C@H]1CN(C)Cc1ccccc1	7.4	-4.2	-11.9	1.0
CC(C)C#Cc1ccc2c(c1)O[C@H](CN(C)CC1CC1)[C@H](C)CN([C@H](C)CO)S2(=O)=O	-0.4	-29.2	21.6	.
O=C(Cc1ccccc1)N1C[C@H]2[C@@H](c3ccccc31)[C@H](CO)N2C(=O)C1CC1	0.0	8.2	55.4	-2.1
Cc1ccc(S(=O)(=O)N[C@@H]2CC[C@@H](CC(=O)NCc3ccncn3)O[C@@H]2CO)cc1	1.7	8.3	-44.0	.
C[C@H]1CN([C@@H](C)CO)C(=O)c2cc(C#CCN(C)C)cnc2O[C@@H]1CN(C)Cc1ccncc1	3.4	23.4	-4.7	-1.7
C[C@@H]1CN([C@H](C)CO)C(=O)Cc2cc(N(C)C)ccc2O[C@H]1CN(C)S(=O)(=O)c1cn(C)cn1	6.0	25.8	16.2	1.4
CC(C)NC(=O)N(C)C[C@H]1Oc2ncc(C#Cc3ccncc3)cc2C(=O)N([C@@H](C)CO)C[C@H]1C	-0.1	8.6	-60.9	4.2
O=C(C[C@@H]1C[C@@H]2c3cc(NS(=O)(=O)c4ccc(F)cc4)ccc3O[C@@H]2[C@H](CO)O1)N1CCc2ccccc2C1	0.2	19.3	.	-6.8
CO[C@@H]1CN(C)C(=O)c2ccc(NS(=O)(=O)c3ccccc3)cc2OC[C@H](C)N(Cc2ccccn2)C[C@@H]1C	0.3	-2.7	.	.
CC(=O)N1CCCCN2[C@H](CO)[C@@H](c3ccc(-c4ccncc4)cc3)[C@@H]2C1	-0.2	-18.0	52.6	-11.8
C[C@H](CO)N1C[C@H](C)[C@@H](CN(C)C(=O)Cc2ccccc2)OCCCC[C@H](C)Oc2ccc(NS(=O)(=O)c3ccc(F)cc3)cc2C1=O	1.6	36.3	75.7	-18.3
C[C@@H]1CN([C@H](C)CO)C(=O)c2cc(C#CC(C)(C)O)cnc2O[C@H]1CN(C)Cc1cccc(C(=O)O)c1	-0.4	11.5	-36.0	2.4
Cc1ccc(S(=O)(=O)Nc2ccc3c(c2)C(=O)N([C@H](C)CO)C[C@@H](C)[C@H](CN(C)C(=O)Nc2ccc4c(c2)OCO4)O3)cc1	-0.6	7.0	-3.5	.

Three neighbouring records already listed:
SMILES	GASC1 inh	Pf Dd2 growth	T cruzi growth	C diff growth
C[C@H](CO)N1C[C@H](C)[C@@H](CN(C)C(=O)Cc2ccccc2)OCCCC[C@H](C)Oc2ccc(NS(=O)(=O)c3ccc(F)cc3)cc2C1=O	1.6	36.3	75.7	-18.3
C[C@@H]1CN([C@H](C)CO)C(=O)c2cc(C#CC(C)(C)O)cnc2O[C@H]1CN(C)Cc1cccc(C(=O)O)c1	-0.4	11.5	-36.0	2.4
Cc1ccc(S(=O)(=O)Nc2ccc3c(c2)C(=O)N([C@H](C)CO)C[C@@H](C)[C@H](CN(C)C(=O)Nc2ccc4c(c2)OCO4)O3)cc1	-0.6	7.0	-3.5	.

(list continues)
SMILES	GASC1 inh	Pf Dd2 growth	T cruzi growth	C diff growth
C[C@@H]1CN([C@@H](C)CO)C(=O)c2cc(NC(=O)CCCCCC(=O)Nc3ccccc3N)ccc2O[C@H]1CN(C)S(=O)(=O)c1ccccc1	-1.9	1.6	.	-10.4
C[C@@H]1CN([C@@H](C)CO)C(=O)Cc2cc(NS(=O)(=O)c3ccc(F)cc3)ccc2O[C@@H]1CN(C)S(=O)(=O)c1cccs1	-4.0	-16.8	61.2	0.2
O=C(C[C@H]1C[C@@H]2c3cc(NC(=O)c4ccc5c(c4)OCO5)ccc3O[C@@H]2[C@@H](CO)O1)NCCN1CCCCC1	2.7	-2.2	-11.0	-7.6
Fc1ccc(-c2ccc(C3[C@@H]4CN(Cc5cccc(F)c5)C[C@H]3N4)cc2)cc1 (some centres not stated)	1.7&-3.0	-20.7&-60.6	.	-99.0*
O=C(C[C@H]1CC[C@H]2[C@@H](COC[C@H](O)CN2S(=O)(=O)c2cccc(Cl)c2)O1)NCCCN1CCOCC1	1.7	21.7	.	-6.7&-13.6
CO[C@H]1CN(C)C(=O)c2cc(NC(=O)C3CC3)ccc2OC[C@H](C)N(Cc2ccncc2)C[C@@H]1C	0.1	.	73.8	.
Cc1noc(C)c1S(=O)(=O)Nc1ccc2c(c1)C(=O)N([C@@H](C)CO)C[C@@H](C)[C@H](CN(C)C(=O)NC(C)C)O2	12.4	19.4	95.9	-0.8
COCC(=O)N1CCCCN2[C@H](CO)[C@H](c3ccc(-c4ccc(C)cc4)cc3)[C@H]2C1	-0.2	-0.4	101.6*	-8.0
C[C@H]1CN([C@@H](C)CO)S(=O)(=O)c2ccc(C#CC3CC3)cc2O[C@H]1CN(C)C(=O)CC1CC1	-0.9	-34.4	-1.8	-1.1
COC(=O)C[C@H]1C[C@@H]2c3cc(NS(=O)(=O)c4ccc(F)cc4)ccc3O[C@@H]2[C@H](CO)O1	0.4	-43.3	33.1	-0.2
CNC[C@H]1Oc2ccc(NS(=O)(=O)c3cn(C)cn3)cc2CC(=O)N([C@H](C)CO)C[C@@H]1C	10.3	41.8	-6.9	-10.2
CC(C)[C@@H](C)NC(=O)N(C)C[C@H]1OCc2ccccc2-c2c(n(C)c3ccccc23)C(=O)N([C@@H](C)CO)C[C@@H]1C	0.0	-17.8	13.3	.
COCC(=O)N1CCC2(CC1)CN(Cc1cccc(F)c1)[C@H](CO)c1c2c2ccc(OC)cc2n1C	-2.1	-61.0	.	3.8
CCC(=O)N1[C@H](CO)[C@@H](c2ccccc2)C12CN(Cc1ccccc1F)C2	-0.6	-40.7	.	3.9
CN(C)CC(=O)N1C[C@@H]2[C@H](c3ccccc31)[C@H](CO)N2Cc1cc(F)ccc1F	-2.3	-24.4	71.4	6.5

Rows were taken by chance. Share with any hit: about 7.3%.
